EWS-Fli block: blocks EWS/Fli oncoprotein-driven transcription; A673 NR0B1-luciferase reporter, viability-normalised; actives 0.67% (n = 350,000); inhibition, % at 12.6 µM;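 active = mean inhibition of at least 50% after viability correction, with every replicate also passing that limit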;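 note: firefly luciferase signal divided by Alamar Blue viability fluorescence both relative to DMSO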
S100A4 inh HTS: blocks human S100A4 binding to myosin IIA peptide; S100A4/TAMRA-MyoIIA peptide fluorescence polarization; inhibition, % at 10.7 µM; P26447; actives 0.14% (n = 360,000);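 active = mean inhibition of at least 70% across replicates, with every replicate also reaching that level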
Target sequence (P26447 whole entry, looked up): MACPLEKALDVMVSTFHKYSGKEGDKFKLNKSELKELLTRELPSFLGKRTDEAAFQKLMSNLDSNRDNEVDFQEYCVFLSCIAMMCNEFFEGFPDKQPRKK
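System – human S100A4 monomer protein, biochemical binding assay · Buffer or medium – Calcium-containing HEPES buffer, pH 7.2 · Timing – 5 min between mix addition and reading · Also added – TAMRA-labelled myosin IIA heavy-chain peptide probe, 5 nM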
LGR2 inh: Drosophila LGR2 receptor signaling inhibition. HEK293 LGR2, CRE-luciferase, bursicon-stimulated, 4 h. inhibition, % at 9.99 µM. actives 0.35% (n = 380,000). AID 720647;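 active = drop in luminescence signal, shown as inhibition above about 50% in the replicate tests, limit read from the data, passing the limit was not always enough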;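 note: agonist challenge used bursicon conditioned medium at about half maximal strength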
PglD DTNB: blocks C. jejuni PglD acetyltransferase activity | actives 0.098% (n = 360,000) | purified PglD enzyme, DTNB colorimetric CoA detection | inhibition, % at 12.5 µM; in the data active = inhibition above about 16%, passing the limit was not always enough; note: strong numbers were not always called active
PGC1a acetyl inh: lowers PGC1a acetylation signal in U2OS cells. AlphaScreen anti-acetyl-lysine; with virally co-expressed GCN5 acetyltransferase. inhibition, % at 15.6 µM. actives 0.17% (n = 350,000). AID 651687;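 active = every replicate shows inhibition of at least 40%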;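 note: 0% = neutral control wells and 100% = positive control wells; some results beyond the cut were filed as inactive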
FN deposit inh: fibronectin deposition inhibition; AH1F fibroblasts, Alexa488-fibronectin deposition fluorescence, overnight; inhibition, % at 12.6 µM; actives 0.086% (n = 350,000); AID 743247;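 active = mean inhibition across replicates of 30% or more, regardless of how many single replicates reach that level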;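 note: positive control wells lacked labelled fibronectin entirely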
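Material: AH1F fibroblast monolayer depositing Alexa488-labelled fibronectin into matrix / Amount: 10000 AH1F cells per well / Signal: fluorescence 485/525 nm / Medium: DMEM, 2% serum / Compound: single dose, pinned / Incubation: 1 h cell adhesion before compound, then overnight fibronectin incubation / Reagent: Alexa488-FN, 24 nM final / Read-out: inhibition of fibronectin deposition signal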
PAX8 reporter: lowers PAX8-driven luciferase in RMG-I cells; actives 1.2% (n = 360,000); inhibition, % at 12.6 µM; RMG-I TPO-luciferase reporter, SteadyGlo, 24 h;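 active = mean replicate inhibition at least 60% with every replicate also reaching 60%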;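 note: luciferase light reporting Pax8 driven TPO promoter activity; plate controls were median of neutral control wells for no effect and mitoxantrone controls for full effect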
ERAP1 inh: ERAP1 (human) enzyme inhibition; Q9NZ08; recombinant ERAP1, Leu-AMC fluorescence, 60 min; inhibition, % at 10.7 µM; actives 0.15% (n = 340,000); AID 652197;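 active = mean replicate inhibition of at least 30%, or all replicates individually reaching that 30% level; inactive = mean below 30% and not every replicate reaching it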;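 note: 0% = neutral control wells and 100% = L-leucinethiol positive control wells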
Numbers without * were called inactive; / = not tested or not shown.

Below each SMILES: PGC1a acetyl inh	PAX8 reporter	LGR2 inh	EWS-Fli block	FN deposit inh	ERAP1 inh	PglD DTNB	S100A4 inh HTS
CCC(C)NC(=O)Cc1c(C)c2cc3c(cc2oc1=O)OC(C)(C)CC3 (centres undefined)
    -5	-50	-11	-61	5	-1	2	20
CC1CCCC(C)N1C(=O)C1CC(c2ccc(F)cc2)=NO1 (centres undefined)
    -4	/	-6	/	-10	/	-3	/
O=C(O)CCCNC(=O)CC1S/C(=N/N=C/c2ccccc2O)NC1=O (centres undefined)
    /	14	21	8	/	0	/	-3
C[C@@H]1CCCCO[C@@H](CN(C)CC2CC2)[C@@H](C)CN([C@H](C)CO)C(=O)c2cc(NS(C)(=O)=O)ccc2O1
    7	6	-6	/	7	-3	6	4
C=CCC1(CC=C)CCCN1Cc1nc(COc2ccccc2)no1
    12	8	-5	-34	-4	-10	9	-6
CC(NCC(c1ccco1)N1CCCCC1)C(=O)NC1CCCC1 (centres undefined)
    /	16	28	4	/	1	-1	9
O=C(Nc1ccccc1)N[C@@H]1CC[C@H](CCn2cc(C3(O)CCCC3)nn2)O[C@H]1CO
    -8	-9	-1	-5	0	2	1	10
Cc1ccc(/C(O)=C2/C(=O)C(=O)N(c3ccccn3)C2c2cccc([N+](=O)[O-])c2)cc1 (centres undefined)
    2	14	-12	0	4	3	0	5
COc1ccc(C(=O)NNS(=O)(=O)c2ccc(C)cc2)cc1
    /	32	-2	-6	-2	0	/	0
CCOC(=O)N1CCC(NC(=O)c2cc(C(=O)Nc3cccc(C(F)(F)F)c3)ccc2CO)CC1
    /	16	9	1	9	6	/	-15
O=S(=O)(c1ccc(Br)cc1)N1CCCN(Cc2cccc(F)c2)CC1
    -6	10	11	/	4	/	0	/
Cc1nn(C)c(C)c1CNC(=O)Nc1ccc2c(c1)OCO2
    -3	-77	-23	-47	1	-4	6	2
Cc1cc(C)c(C(=O)CN2C(=O)C(=O)N(C3CCCC3)C2=O)cc1C
    4	-24	11	-8	-5	-4	2	-7
CCOc1ccc(Nc2nc(NCC(=O)O)nc(N)c2[N+](=O)[O-])cc1
    -1	4	6	-8	2	4	2	-2
COc1cccc(Oc2ccc(N)cn2)c1
    -2	-25	/	/	-4	/	-6	/
C[C@H](CO)N1C[C@H](C)[C@H](CN(C)Cc2ccc(C(=O)Nc3ccccc3N)cc2)Oc2ccc(NC(=O)Cc3ccccc3)cc2CC1=O
    -7	11	-4	-5	/	-1	/	-1
Cc1noc(C)c1S(=O)(=O)Nc1ccc2c(c1)C(=O)N([C@H](C)CO)C[C@@H](C)[C@@H](CN(C)S(=O)(=O)c1ccccc1)OCCCC[C@H](C)O2
    -3	-3	-8	20	8	0	0	-8
O=C(CCNC(=O)c1ccccc1Cl)NCC(c1ccc(F)cc1)N1CCOCC1 (centres undefined)
    0	-1	-1	-7	6	2	-2	-5
COc1ccccc1N1CCN(c2cc(=O)n(-c3ccc(Cl)cc3)c(=O)[nH]2)CC1
    1	-7	0	-20	4	-2	-4	1
O=C(CN1C(=O)NC2(CCCCCCC2)C1=O)Nc1cccc(Br)c1
    -6	11	-12	10	-7	-3	-2	2
CNC[C@H]1OCCCC[C@H](C)Oc2ccc(NS(=O)(=O)c3ccc(F)cc3)cc2C(=O)N([C@H](C)CO)C[C@@H]1C
    2	-16	-6	-2	-5	2	0	-15
C[C@@H]1CN([C@@H](C)CO)C(=O)Cc2cc(NC(=O)Nc3ccc4c(c3)OCO4)ccc2O[C@@H]1CN(C)Cc1ccc(C(=O)O)cc1
    3	8	-19	-5	/	12	-2	-5
Cc1cc(C)nc(CCNC(=O)c2cc(COc3ccc(F)cc3Cl)on2)n1
    2	0	-1	8	0	5	-3	0
COc1cccc(-n2c(CN3CCN(c4ccccc4)CC3)nc3ccc([N+](=O)[O-])cc3c2=O)c1
    2	20	10	5	2	4	6	15
Cc1onc(-c2c(Cl)cccc2Cl)c1C(=O)N=S(C)(=O)c1ccccc1 (centres undefined)
    8	19	-6	10	-2	3	6	10
COc1ccc(CC2(CO)CCN(C(=O)NCc3ccccc3)CC2)cc1
    15	3	1	-3	/	8	-6	-2
COCc1[nH][nH]c(=O)c1C=Nc1ccc(OC(F)(F)F)cc1
    /	0	-15	-12	-26	4	0	0
CCCCC1=CC2=CC(=O)C(C)(OC(=O)CC)C(=O)C2=CN1Cc1ccc2c(c1)OCO2 (centres undefined)
    /	-7	1	-12	-4	-3	-3	-2
COc1ccc(-c2c(-c3cc(OC)cc(OC)c3)n(C)c3ccc(-c4ccc5cc[nH]c5c4)cc23)cc1
    4	24	-4	11	-9	/	-3	-1
C[C@@H]1CN([C@H](C)CO)C(=O)c2cc(NC(=O)c3ccccc3)ccc2O[C@@H](C)CCCCO[C@@H]1CN(C)S(=O)(=O)c1cccs1
    -8	-6	7	14	/	/	1	/
COc1ccccc1-n1c(SCC(=O)Nc2cccc(C(=O)O)c2)nnc1-c1ccccc1O
    /	19	6	-11	-9	-2	-5	6
C[C@]12CCC3C4(C=CC5(C=C4C(=O)c4ccc(F)c(F)c4)C[C@@H](O)CC[C@]35C)C1CC[C@@]2(O)CN1CCC(C(N)=O)CC1 (some centres undefined)
    -4	12	/	10	/	1	0	18
CCCCN(C(=O)CCC(=O)Nc1cc(C)on1)C(C(=O)NC1CCCC1)c1ccc(F)cc1 (centres undefined)
    -7	14	3	-1	-6	0	1	0
CC(C)Cn1c(N)c(C(=O)COC(=O)COc2cccc(C(F)(F)F)c2)c(=O)n(C)c1=O
    /	17	-12	-1	-7	2	-1	-4
CN1CCN(S(=O)(=O)c2cccs2)CC1
    3	1	-2	-1	-3	1	/	0
COc1ccc(C(=O)NC(=S)N2CCOCC2)cc1OC
    /	1	19	10	-7	2	0	-5
CN(C)S(=O)(=O)c1cc(NC(=O)COC(=O)/C=C/c2ccco2)ccc1Cl
    -5	1	-3	10	3	-1	/	-7
O=C(C[C@@H]1C[C@@H]2c3cc(NC(=O)CC4CC4)ccc3O[C@@H]2[C@H](CO)O1)NCc1cccc(F)c1
    -6	/	25	-3	-25	-5	4	5
CCOc1ccc(NC(=O)CSc2ccc3nnc(-c4ccccn4)n3n2)cc1
    /	/	9	-1	4	5	4	-2
CSCCC(NS(=O)(=O)c1ccc2c(c1)oc(=O)n2C)C(=O)NC1CCC(C)CC1 (centres undefined)
    /	14	8	-3	-11	3	4	12
CC(C)(C)N1CCC1CN (centres undefined)
    5	29	-1	2	7	-2	3	-17
CCC(=O)N1CC2(CCN(C(=O)c3cccnc3)CC2)c2c([nH]c3cc(OC)ccc23)[C@H]1CO
    -7	/	-1	-3	/	0	/	-5
C=CCn1c(SC(C)C(N)=O)nc2sc(CC)cc2c1=O (centres undefined)
    1	-5	13	8	12	2	/	0
CCOc1cc(-c2cc(N)n[nH]2)cc(OCC)c1OCC
    /	2	/	0	-2	-2	-1	-2
C[C@H](CO)N1C[C@H](C)[C@H](CN(C)C)Oc2cc(-c3ccncc3)ccc2S1(=O)=O
    -7	/	11	-2	-14	1	2	14
COc1ccc(-c2cc(-c3ccccc3)nc(SCC(=O)Nc3ncc(C)s3)c2C#N)cc1
    -5	35	14	11	-6	0	-2	-9
Cc1ccc(N/C=C2/Sc3ccccc3NC2=O)cc1
    /	-173	-49	/	-2	/	-2	/
CC(C)C[C@H]1C(=O)N2CCC[C@H]2[C@]2(O)O[C@](NC(=O)C3C=C4c5cccc6[nH]c(Br)c(c56)C[C@H]4N(C)C3)(C(C)C)C(=O)N12 (some centres undefined)
    -9	9	27	9	-8	-5	-2	-3
CCCCN(C)Cc1cc(=O)oc2cc3c(cc12)CCCC3
    /	-17	-1	-6	-1	1	/	-5
CCc1ccccc1NC(=O)CCCN1C(=O)c2cccnc2C1=O
    -2	2	-15	0	2	-1	-6	-5
CCCN1C[C@H](C)[C@H](OC)CN(C)C(=O)c2ccc(NC(=O)Nc3cccc(F)c3)cc2OC[C@H]1C
    -5	16	-1	0	-1	1	/	-7
O=C(Oc1c(-c2ccccc2)c(=O)n2c3c(cccc13)CC2)c1ccccc1
    -3	19	21	12	8	5	-1	-19

Among those listed so far, 6 contain two or more sulfur atoms.
Below each SMILES: PGC1a acetyl inh	PAX8 reporter	LGR2 inh	EWS-Fli block	FN deposit inh	ERAP1 inh	PglD DTNB	S100A4 inh HTS
Cc1noc(C)c1S(=O)(=O)Nc1ccc2c(c1)C(=O)N([C@H](C)CO)C[C@@H](C)[C@@H](CN(C)S(=O)(=O)c1ccccc1)OCCCC[C@H](C)O2
    -3	-3	-8	20	8	0	0	-8
C[C@@H]1CN([C@H](C)CO)C(=O)c2cc(NC(=O)c3ccccc3)ccc2O[C@@H](C)CCCCO[C@@H]1CN(C)S(=O)(=O)c1cccs1
    -8	-6	7	14	/	/	1	/
CN1CCN(S(=O)(=O)c2cccs2)CC1
    3	1	-2	-1	-3	1	/	0
CSCCC(NS(=O)(=O)c1ccc2c(c1)oc(=O)n2C)C(=O)NC1CCC(C)CC1 (centres undefined)
    /	14	8	-3	-11	3	4	12
C=CCn1c(SC(C)C(N)=O)nc2sc(CC)cc2c1=O (centres undefined)
    1	-5	13	8	12	2	/	0
COc1ccc(-c2cc(-c3ccccc3)nc(SCC(=O)Nc3ncc(C)s3)c2C#N)cc1
    -5	35	14	11	-6	0	-2	-9
